ROMK primary: ROMK potassium channel modulators, primary screen, cell-based, thallium flux, MLSMR library | ATP-sensitive inward rectifier potassium channel 1 (Homo sapiens), P48048 | Tet-inducible ROMK, thallium flux fluorescence; actives lie on both sides | B-score at 10 µM | hit rate 2% among 130,000 | AID 1918, 2009;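 active = signal ratio slope over the read window, or its plate-corrected B-score, at least 3 SD from the plate mean, either direction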;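 note: B-score of the F/F0 ratio slope over 7 to 12 s after thallium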
Target sequence (P48048 whole entry, looked up): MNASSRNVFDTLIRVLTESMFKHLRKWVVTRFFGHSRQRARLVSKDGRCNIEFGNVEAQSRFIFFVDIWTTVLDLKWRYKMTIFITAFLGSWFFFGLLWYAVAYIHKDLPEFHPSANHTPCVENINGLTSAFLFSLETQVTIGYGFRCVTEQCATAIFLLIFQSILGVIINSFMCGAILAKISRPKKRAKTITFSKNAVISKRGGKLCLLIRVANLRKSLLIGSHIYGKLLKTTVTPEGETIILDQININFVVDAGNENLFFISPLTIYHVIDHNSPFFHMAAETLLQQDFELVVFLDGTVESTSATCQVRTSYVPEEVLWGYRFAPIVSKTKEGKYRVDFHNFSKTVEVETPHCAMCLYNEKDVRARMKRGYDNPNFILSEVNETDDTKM
STAT1 act: STAT1 signaling activators, primary screen, cell-based, HTS, luciferase reporter. NIH 3T3 STAT1-luciferase reporter, IFN-gamma, luminescence; 100% = IFN-gamma alone, no compound. activation (% of control), % at 5.5 µM. hit rate 2.6% among 200,000. AID 932, 2007;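 active = activation above the screen-wide mean activation plus 3 SD, cut at about 130% in these data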;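 note: raw ratio to IFN-gamma control signal so 100% means no change and 0% no light; values of inactives mirror those of a sister screen read the other way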
STAT3 blocker: IL-6 driven STAT3 reporter inhibitors, primary screen, U3A cells, luciferase, luminescence, MLSCN library; IL-6 STAT3-luciferase reporter; host cell line lacks STAT1; inhibition, % at 5.5 µM; hit rate 0.89% among 190,000; AID 862, 2007;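 active = inhibition above the mean inhibition across all screened compounds plus 3 SD, cut at about 44% in these data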;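 note: 0% = DMSO only wells and 100% = 100 µM nifuroxazide control wells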
STAT3 activator: IL-6 driven STAT3 reporter potentiators, primary screen, U3A cells, luciferase, luminescence, MLSCN library. IL-6 STAT3-luciferase reporter; 100% = signal with IL-6 EC80 alone. activation (% of control), % at 5.6 µM. hit rate 0.91% among 190,000. AID 871, 2007;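 active = activation above the screen-wide mean of compound activation plus 3 SD, cut at about 130% in these data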;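 note: 0% = background luminescence of wells with medium and substrate only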
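Test system: STAT3-luciferase reporter U3A cells; Detection: reporter luminescence signal; Times: 1 h compound pre-exposure, 6 h IL-6 stimulation, 37 °C; Benchmarks: IL-6-only high control; Also added: IL-6 stimulus at 33 ng/mL final.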
NF-kB expr up: activators of NF-kB expression in neurons, primary screen, cell-based, HTS; fold change at 12.5 µM; hit rate 1.6% among 190,000; AID 1239, 2008; human neuronal cells, NF-kB reporter expression; hits give high values; in the data active = fold change above about 3.3
APP transl inh: inhibitors of APP translation via 5'UTR reporter, primary screen, APP 5'UTR luciferase, SH-SY5Y cells; SH-SY5Y APP 5'UTR-luciferase reporter, luminescence; inhibition, % at 2 µM; hit rate 0.82% among 190,000; AID 1285, 2008;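 active = inhibition above a set limit, derived from the sample mean plus 3 SD, cut at about 45% in these data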; note: values of inactives mirror those of a sister screen read the other way
STAT1 inh: STAT1 signaling inhibitors, primary screen, cell-based, HTS, luciferase reporter. NIH 3T3 STAT1-luciferase reporter, IFN-gamma, luminescence. inhibition, % at 5.5 µM. hit rate 0.35% among 200,000. AID 920, 2007;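 active = inhibition above a set limit, the mean inhibition across all tested compounds plus 3 SD, cut at about 34% in these data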;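 note: 0% = IFN-gamma with DMSO and 100% = IFN-gamma with 300 µM nifuroxazide; values of inactives mirror those of a sister screen read the other way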
APP 5'UTR act: activators of APP 5'UTR luciferase reporter, primary screen, SH-SY5Y cells | SH-SY5Y APP 5'UTR luciferase reporter, luminescence; zero percent = DMSO vehicle wells | activation, % at 2 µM | hit rate 1% among 190,000 | AID 1276, 2008;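 active = activation above a set limit, based on mean plus 3 SD of controls, cut at about 140% in these data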; note: values of inactives mirror those of a sister screen read the other way
FLuc act counter: FLuc activators, initial screening, artefact control for FLuc-dependent activation tests, biochemical, ATPlite luminescence | activation factor at 10 µM | 200,000 tested, under 10 active | Luciferin 4-monooxygenase (Photinus pyralis), P08659 | ATPlite luciferase biochemical, 10 min; 0 = ATP-free wells, 1 = DMSO control;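 active = luciferase activation factor, scaled between plate controls, of at least 2 with compound at 10 µM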
Target sequence (P08659 whole entry, looked up): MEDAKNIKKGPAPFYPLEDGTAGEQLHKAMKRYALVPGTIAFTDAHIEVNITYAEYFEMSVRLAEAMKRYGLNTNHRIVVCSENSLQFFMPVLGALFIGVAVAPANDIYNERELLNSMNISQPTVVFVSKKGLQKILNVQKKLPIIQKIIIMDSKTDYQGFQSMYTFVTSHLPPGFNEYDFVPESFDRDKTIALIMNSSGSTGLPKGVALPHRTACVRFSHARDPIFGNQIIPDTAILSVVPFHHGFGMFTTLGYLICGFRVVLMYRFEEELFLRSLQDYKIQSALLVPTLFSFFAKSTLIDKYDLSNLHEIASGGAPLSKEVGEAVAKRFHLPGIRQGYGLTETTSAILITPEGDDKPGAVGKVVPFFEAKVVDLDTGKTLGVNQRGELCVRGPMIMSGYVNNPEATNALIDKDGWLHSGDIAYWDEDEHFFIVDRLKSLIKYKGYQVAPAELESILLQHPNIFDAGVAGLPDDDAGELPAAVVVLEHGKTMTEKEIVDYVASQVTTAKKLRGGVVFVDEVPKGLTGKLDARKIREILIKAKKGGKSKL
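test system = cell-free luciferase reagent | medium = PBS as buffer for the ATP substrate | dosing = test compounds dosed from 2 mM stocks in 100% DMSO | incubation = 10 min at ambient temperature | detection = luminescence measurement of luciferase light output | benchmarks = low control with PBS replacing ATP, high control enzyme plus ATP without compound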
FLuc inhib CS: firefly luciferase enzyme inhibitors, primary screen, artefact control for luciferase-based inhibitor screens, biochemical, luminescence, ATPLite | Luciferin 4-monooxygenase (Photinus pyralis), P08659 | 10 min | inhibition, % at 10 µM | hit rate 1.5% among 200,000 | AID 1006, 2008;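 active = inhibition above about 50% when tested at 10 µM, limit read from the data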
* marks the source's active call; other numbers are inactive results; / = no result given.

SMILES	STAT3 activator	STAT1 act	FLuc inhib CS	APP 5'UTR act	NF-kB expr up	APP transl inh	STAT1 inh	STAT3 blocker	ROMK primary	FLuc act counter
Cc1cc(C)nc(N/N=C/c2ccccc2OCc2ccc([N+](=O)[O-])cc2)n1	94	92	3	16	1.1	-16	9	10	-0.03	1
O=C(O)CCCNC(=O)c1ccccn1	101	101	-6	-14	0.97	14	-1	3	0.28	1.1
COc1cc(OC)cc(C(=O)Nc2nc(-c3ccccc3)c(-c3ccccc3)o2)c1	88	108	-4	-7	0.74	7	-9	16	/	1
Cc1ccc(N(Cc2cc3ccccc3[nH]c2=O)C(=O)c2cccs2)cc1	94	91	-4	-15	0.98	15	10	8	-0.003	1
Cn1c(N)c(C#N)c2c(c1=S)CSC(C)(C)C2	94	96	-13	-6	1.1	6	4	14	0.0076	1.1
COc1ccc(C2C3=C(CC(C)(C)CC3=O)Nc3c2c(=O)[nH]c(=O)n3Cc2ccccc2)cc1 (stereo unspecified)	87	100	1	3	0.34	-3	0	21	/	1
Cc1ccc(N=C2NC(=O)/C(=C\c3ccsc3)S2)c(C)c1	104	106	2	-18	4.4*	18	-7	-7	-0.037	1
Cc1ccc(C(=O)/C=C/Nc2cccc([N+](=O)[O-])c2)o1	92	153*	62*	112	5.5*	-112	-59	13	0.3	0.4
CCOC(=O)c1ccc(NC(=O)CSc2nc(SC)ns2)cc1	93	114	-6	60	2.2	-60	-15	9	/	1.1
CC(C)(C)c1cc(CCC(=O)NN)cc(C(C)(C)C)c1O	103	100	-4	-1	1.1	1	-1	-1	-0.072	1
Cc1cccc(C)c1NC(=S)NCCc1ccccn1	103	99	3	19	1.1	-19	1	-6	-1.1	1
O=C(Nc1nnc(-c2ccc(Cl)s2)o1)C1CC1	96	106	21	3	1	-3	-8	6	-0.019	0.8
O=C(Nc1ccc2oc(-c3ccncc3)nc2c1)c1ccccc1F	87	103	5	8	1	-8	-3	16	0.78	1
Cc1ccc2oc(=O)c3cnn(CC(=O)NCCC(C)C)c3c2c1	100	105	-2	24	1.1	-24	-9	-1	/	1
CC(C)OC(=O)Nc1ccc(Oc2c(F)c(F)c(F)c(F)c2F)cc1	93	95	-4	7	0.97	-7	7	13	/	1
COc1ccc(/C=C/C(=O)N(CC(C)C)CC(C)C)cc1Br	96	93	-4	-8	0.97	8	8	12	/	1
Cc1[nH]c2ccccc2c1C(=O)COC(=O)c1c(-c2c(F)cccc2Cl)noc1C	109	90	-6	-4	0.66	4	11	-15	/	1.1
Cn1c(=O)[nH]c(=O)c2c1nc(Br)n2CCSc1ncccn1	102	97	-7	1	1.3	-1	3	5	0.039	1.1
Cc1ccc(C(=O)NCC(=O)N/N=C/c2cccs2)cc1[N+](=O)[O-]	94	108	-4	5	1.3	-5	-9	14	-1.1	1
COc1ccc(-n2c(SCC(=O)Nc3cc(C)on3)nc3ccccc3c2=O)cc1Cl	90	92	-2	10	1.4	-10	6	16	-0.095	1
c1ccc(N2CCN(c3cnc4ccccc4n3)CC2)cc1	87	175*	23	11	6.5*	-11	-70	16	-1	0.8
CCCCNC(=O)/C(=C/c1ccccc1)NC(C)=O	93	96	2	-16	1.1	16	5	6	-0.57	1
O=C(Nc1cnn(Cc2ccc(F)cc2)c1)c1noc2c1CCCC2	95	129*	-4	59	1.6	-59	-34	13	-0.12	1
CN(CCCNC(=O)Cn1cccc1C(=O)c1ccccc1)C1CCCCC1	100	100	-5	5	1.3	-5	-1	12	-0.097	1
COc1ccc(NC(=O)CCSc2cc(C)c3ccccc3n2)cc1	111	95	-4	-6	0.9	6	5	-6	/	1
O=C(CSc1ncn[nH]1)Nc1cccc(S(=O)(=O)N2CCCCCC2)c1	102	95	9	21	0.87	-21	6	6	-0.83	0.9
CCOCCCNC(=O)CN1CCN(c2ccc(F)cc2)CC1	99	97	-6	5	1.2	-5	4	7	/	1.1
COc1ccc(N2C(=O)CCC2=O)c(OC)c1	99	140*	-4	-8	1.1	8	-45	8	0.071	1
OCCNc1nc(Nc2ccc(Br)cc2)nc2ccccc12	68	102	2	-15	0.62	15	-3	40	0.04	1
CN1CCN(c2nc3nonc3nc2N2CCN(C)CC2)CC1	95	98	-10	6	1.2	-6	3	10	0.074	1.1
Cc1ccc(CNC(=O)CSc2nc3[nH]ncc3c(=O)[nH]2)cc1	93	104	-4	-1	1.3	1	-4	11	0.84	1
CCCCNC(=O)C1CC(=O)N(C2CCCC2)C1 (stereo unspecified)	96	93	-2	6	1.1	-6	8	2	-0.15	1
Cc1ccc(-c2nnc(Nc3ccc(CC(N)=O)cc3)c3ccccc23)cc1	81	102	-1	20	1.1	-20	-3	32	/	1
O=C(CCC1CCCC1)N1CCN(C(=O)COc2ccccc2)CC1	104	100	-1	16	1.1	-16	0	-1	-1.5	1
O=[N+]([O-])c1ccc(N2CCCCC2)cn1	99	111	-3	14	1.4	-14	-14	6	0.76	1
COc1ccc(C2C(C(=O)Nc3ccccn3)=C(C)Nc3ncnn32)c(OC)c1 (stereo unspecified)	106	102	-2	-1	1.2	1	-2	-2	/	1
O=C(Nc1ccc(Cl)cc1C(F)(F)F)C(Sc1nnc(-c2cccs2)o1)c1ccccc1 (stereo unspecified)	109	100	6	30	1.1	-30	0	-8	0.23	0.9
CN(C)CCCNC1=CC(=O)OC12CCCCC2	100	100	-6	9	1.1	-9	0	4	/	1.1
O=C(N1CCN(c2cccc(Cl)c2)CC1)C1(c2cccs2)CCOCC1	101	111	3	3	0.97	-3	-13	2	/	1
Cn1cc(Cl)c(C(=O)Nc2nc3ccccc3s2)n1	76	148*	61*	146*	4.4*	-146	-52	31	/	0.4
COc1ccc(CCC(C)NCC2CCCCC2)cc1 (stereo unspecified)	100	95	-5	-15	0.93	15	5	0	/	1.1
Cc1cccc(NC(=S)N/N=C/c2c[nH]c3ccccc23)c1	104	132*	27	-87	1.9	86*	-36	-7	0.77	0.7
COc1ccc(S(=O)(=O)Cc2ccc(C(=O)N3CCCC3)o2)cc1	93	101	-1	22	1.1	-22	-1	16	/	1
CCOc1ccc(C(=O)/C=C/c2cn(CN3CCN(C)CC3)c3ccccc23)cc1	94	111	7	21	3.4*	-21	-12	11	/	0.9
O=C(COC(=O)C1CC2C=CC1C2)Nc1ccc2c(c1)OC(F)(F)O2 (stereo unspecified)	100	93	-6	-12	1	12	7	4	/	1.1
CNCc1ccccc1Sc1ccc(O)c(O)c1	97	94	-1	-12	1.2	12	7	7	/	1
C/C(=N\NC(=S)Nc1ccc(F)cc1)C1CC1	92	100	1	-20	1.2	20	0	13	/	1
COc1ccc(C2C(C#N)=C(N)Oc3cc(C)[nH]c(=O)c32)c(OC)c1OC (stereo unspecified)	100	101	-5	-8	0.51	8	-2	0	0.6	1.1
Cc1cc(C)nc(N(C#N)Cc2ccccc2Cl)n1	104	97	-2	2	1.1	-2	4	0	/	1
O=C(O)COc1ccc(NC(=O)c2ccc(NC(=O)c3ccco3)cc2)cc1	101	96	0	-14	1.1	14	1	0	-0.77	1

Laid out differently: entries from further up.
O=C(Nc1ccc(Cl)cc1C(F)(F)F)C(Sc1nnc(-c2cccs2)o1)c1ccccc1 (stereo unspecified)
  STAT3 activator: 109	STAT1 act: 100	FLuc inhib CS: 6	APP 5'UTR act: 30	NF-kB expr up: 1.1	APP transl inh: -30	STAT1 inh: 0	STAT3 blocker: -8	ROMK primary: 0.23	FLuc act counter: 0.9
CN(C)CCCNC1=CC(=O)OC12CCCCC2
  STAT3 activator: 100	STAT1 act: 100	FLuc inhib CS: -6	APP 5'UTR act: 9	NF-kB expr up: 1.1	APP transl inh: -9	STAT1 inh: 0	STAT3 blocker: 4	ROMK primary: /	FLuc act counter: 1.1
O=C(N1CCN(c2cccc(Cl)c2)CC1)C1(c2cccs2)CCOCC1
  STAT3 activator: 101	STAT1 act: 111	FLuc inhib CS: 3	APP 5'UTR act: 3	NF-kB expr up: 0.97	APP transl inh: -3	STAT1 inh: -13	STAT3 blocker: 2	ROMK primary: /	FLuc act counter: 1
Cn1cc(Cl)c(C(=O)Nc2nc3ccccc3s2)n1
  STAT3 activator: 76	STAT1 act: 148*	FLuc inhib CS: 61*	APP 5'UTR act: 146*	NF-kB expr up: 4.4*	APP transl inh: -146	STAT1 inh: -52	STAT3 blocker: 31	ROMK primary: /	FLuc act counter: 0.4

Retrieved one by one from the entries so far, 2 records:
SMILES	STAT3 activator	STAT1 act	FLuc inhib CS	APP 5'UTR act	NF-kB expr up	APP transl inh	STAT1 inh	STAT3 blocker	ROMK primary	FLuc act counter
O=C(CCC1CCCC1)N1CCN(C(=O)COc2ccccc2)CC1	104	100	-1	16	1.1	-16	0	-1	-1.5	1
Cc1cc(C)nc(N(C#N)Cc2ccccc2Cl)n1	104	97	-2	2	1.1	-2	4	0	/	1

Screening data deposited in PubChem by several laboratories.
